LYPLA2 counter = LYPLA2 (human) inhibition in PME1 counter-screen; O95372; recombinant LYPLA2, FP-Rh probe fluorescence polarization; inhibition, % at 5.9 µM; hit rate 0.38% among 320,000; AID 2177;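 active = inhibition above the screen-wide mean plus 3 SD, limit set per campaign, cut at about 26% in these data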;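 also: 0% = LYPLA2 with DMSO and 100% = wells lacking LYPLA2 enzyme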
Target sequence (O95372 whole entry, looked up): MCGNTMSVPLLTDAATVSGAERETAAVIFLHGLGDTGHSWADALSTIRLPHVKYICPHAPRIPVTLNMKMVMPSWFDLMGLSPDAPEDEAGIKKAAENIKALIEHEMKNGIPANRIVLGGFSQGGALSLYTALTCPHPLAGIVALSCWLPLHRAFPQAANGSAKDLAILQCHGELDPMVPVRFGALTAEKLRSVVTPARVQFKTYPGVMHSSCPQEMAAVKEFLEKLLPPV
PAFAH2 FP inh = PAFAH2 (human) inhibition; Q99487; recombinant PAFAH2, FP-rhodamine activity probe, fluorescence polarization; inhibition, % at 3.39 µM; hit rate 0.99% among 340,000; AID 492956;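 active = inhibition above the mean over all tested compounds plus 3 SD, cut at about 30% in these data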;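 also: inhibitors block probe labeling of enzyme so polarization drops; 0% = enzyme with DMSO and 100% = wells lacking PAFAH2 protein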
PAD4 inh = blocks human protein arginine deiminase 4; Q9UM07; recombinant PAD4, RCA probe fluorescence polarization; inhibition, % at 6.36 µM; hit rate 0.41% among 330,000; AID 485272;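 active = percent inhibition above a cutoff equal to the mean of all tested compounds plus 3 SD, cut at about 15% in these data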;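 also: 0% = PAD4 with RCA probe and DMSO and 100% = probe without PAD4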
PME-1 inh = PME-1 (human) inhibition | recombinant PME-1, FP-Rh probe fluorescence polarization | inhibition, % at 5.9 µM | hit rate 0.53% among 320,000 | AID 2130;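 active = inhibition above the campaign mean of all compounds plus 3 SD, cut at about 26% in these data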;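 also: competitive labeling of PME-1 active site by serine hydrolase directed probe; 0% = PME-1 with DMSO and 100% = wells lacking PME-1 enzyme; inhibitors block probe labeling so polarization falls and inhibition rises; many of its hits are not listed in these tables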
pPAFAH inh = inhibitors of human plasma PAF acetylhydrolase (pPAFAH); Q13093; recombinant pPAFAH, FP-rhodamine probe fluorescence polarization; inhibition, % at 3.39 µM; hit rate 1.5% among 330,000;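 active = inhibition above the mean inhibition across the screen plus 3 SD, cut at about 25% in these data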;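 also: inhibitors block binding of the rhodamine activity-based probe so polarization drops; 0% = enzyme with DMSO and 100% = wells lacking pPAFAH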
PAFAH1B3 inh = PAFAH1B3 (human) inhibition. recombinant PAFAH1B3, FP-rhodamine probe, fluorescence polarization. inhibition, % at 3.39 µM. hit rate 0.28% among 340,000. AID 492972. Q15102;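 active = inhibition above the screen-wide average of all tested compounds plus 3 SD, cut at about 25% in these data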;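 also: 0% = enzyme with DMSO only and 100% = wells lacking PAFAH1B3 protein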
Target sequence (Q15102 whole entry, looked up): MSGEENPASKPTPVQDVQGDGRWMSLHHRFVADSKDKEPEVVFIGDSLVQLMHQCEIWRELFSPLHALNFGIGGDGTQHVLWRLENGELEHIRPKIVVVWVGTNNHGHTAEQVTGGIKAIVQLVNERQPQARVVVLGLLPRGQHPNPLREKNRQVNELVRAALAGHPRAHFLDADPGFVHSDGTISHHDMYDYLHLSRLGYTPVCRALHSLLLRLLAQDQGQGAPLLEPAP
GSTO1 counter = GSTO1 inhibition, counter-screen for RBBP9 inhibitors | inhibition, % at 5.96 µM | recombinant GSTO1, activity-based probe fluorescence polarization | hit rate 1.1% among 300,000 | P78417 | AID 1974;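 active = inhibition above the campaign mean inhibition plus 3 SD, cut at about 35% in these data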;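 also: 0% = GSTO1-1 with DMSO and 100% = wells lacking GSTO1-1 enzyme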
Target sequence (P78417 whole entry, looked up): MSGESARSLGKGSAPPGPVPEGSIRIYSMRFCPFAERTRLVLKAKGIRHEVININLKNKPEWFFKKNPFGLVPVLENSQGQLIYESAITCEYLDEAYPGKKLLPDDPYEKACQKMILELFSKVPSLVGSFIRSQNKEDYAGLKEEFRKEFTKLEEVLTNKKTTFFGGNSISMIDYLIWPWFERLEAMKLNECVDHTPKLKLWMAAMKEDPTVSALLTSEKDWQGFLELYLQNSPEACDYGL
PAFAH1B2 inh = PAFAH1B2 (human) inhibition. P68402. recombinant PAFAH1B2, FP-rhodamine activity probe, fluorescence polarization. inhibition, % at 3.39 µM. hit rate 1.2% among 340,000;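 active = inhibition above the mean of all tested compounds plus 3 SD, cut at about 24% in these data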;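 also: 0% = enzyme with DMSO and 100% = wells lacking PAFAH1B2; many of its hits are not listed in these tables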
Target sequence (P68402 whole entry, looked up): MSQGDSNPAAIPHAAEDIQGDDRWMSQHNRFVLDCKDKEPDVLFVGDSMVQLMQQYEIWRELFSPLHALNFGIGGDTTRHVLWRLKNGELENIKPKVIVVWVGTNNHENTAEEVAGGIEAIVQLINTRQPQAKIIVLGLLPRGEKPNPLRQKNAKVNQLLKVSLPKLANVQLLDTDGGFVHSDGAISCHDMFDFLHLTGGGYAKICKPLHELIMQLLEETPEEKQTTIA
LYPLA1 counter = counter-screen for PME1 inhibitors: inhibitors of human LYPLA1; O75608; recombinant LYPLA1, FP-Rh probe fluorescence polarization; inhibition, % at 5.9 µM; hit rate 0.16% among 320,000; AID 2174;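 active = inhibition above the mean of all tested compounds plus 3 SD, set per campaign, cut at about 14% in these data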;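 also: inhibitors block serine hydrolase probe labeling of LYPLA1 so polarization falls; 0% = enzyme with DMSO and 100% = wells lacking LYPLA1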
An asterisk follows results filed as active; nt = no result given. This is a subset; count on the stated rates, not on these rows.

SMILES	LYPLA2 counter	PAFAH2 FP inh	PAD4 inh	PME-1 inh	pPAFAH inh	PAFAH1B3 inh	GSTO1 counter	PAFAH1B2 inh	LYPLA1 counter
COc1cccc(C2C(=O)c3ccccc3C2=O)c1	-2	nt	-2	0	-3	nt	-2	nt	-2
COc1cc(C)c(S(=O)(=O)NCc2ccc3c(c2)OCO3)cc1C	0	-2	3	1	0	7	4	4	-2
Cc1ccc(-c2nnc(SCC(=O)O)n2N)cc1	-9	1	0	2	-7	0	9	6	-2
C/C(CCc1ccccc1)=N/NC(=O)C(=O)NCc1ccccc1	7	2	5	1	6	0	5	-2	3
O=C(NCc1ccccc1F)C1CCCN(S(=O)(=O)N2CCOCC2)C1 (stereo not given)	3	1	-2	0	4	4	-2	10	5
CCOC(=O)COc1ccc(Br)cc1/C=C1\SC(N)=NC1=O	7	-1	-4	2	3	3	-6	2	0
CSc1nnc(C)c(/C=C/NOCc2ccc(Cl)cc2)n1	-3	-2	-6	-3	0	4	4	15	1
CCCCn1c(N)c(N(Cc2ccccc2OC)C(=O)CCC(C)C)c(=O)[nH]c1=O	-3	2	1	2	-1	4	1	6	-4
Cc1ccc(NC(=O)N2N=C(c3ccc(F)cc3)CC2c2ccc(F)cc2)cc1 (stereo not given)	1	-2	-3	-6	0	7	-3	-1	1
Cc1[nH][nH]c(=O)c1C(c1ccc2c(c1)OCO2)c1c(C)[nH][nH]c1=O	-3	0	-10	4	2	6	17	8	1
CCOC(=O)c1c(NC(=O)C2CCCCC2)sc2c1CCN(C(C)C)C2	0	-1	0	-1	-2	4	4	2	-2
Cc1ccc(S(=O)(=O)N2CCN(C3CCC(c4ccccc4)CC3)CC2)cc1 (stereo not given)	9	nt	-1	-2	-2	nt	3	nt	4
O=C1CCC(O)CCN1CCSc1ccccc1 (stereo not given)	4	3	3	7	4	-2	6	1	6
CN(C(=O)COC(=O)C1CCN(S(=O)(=O)c2c(Cl)cccc2Cl)CC1)C1CCS(=O)(=O)C1 (stereo not given)	3	6	1	5	10	9	10	-4	1
CNC(=O)C1C2C=CC3(O2)C1C(=O)N(C1CC1)C3C(=O)NCc1ccc(OC)cc1 (stereo not given)	3	-2	-4	1	-1	3	5	0	-1
CCOC(=O)c1cnc2c(cnn2C)c1NCCC(O)C(F)(F)F (stereo not given)	-1	-3	0	1	1	4	1	4	2
O=C(CN1C(=O)c2ccccc2S1(=O)=O)NCc1ccccc1Cl	1	5	-2	9	3	2	2	1	-1
O=C1CN(C(=O)CN2C(=O)NC3(CCCCC3)C2=O)c2ccccc2N1	5	-7	1	-2	6	7	-3	5	2
CCOC(=O)C1=C(C)N(c2ccc(C)cc2)C(=O)/C1=C\c1cccs1	-8	-1	1	-2	1	6	10	1	-3
O=C(CSc1cccc[n+]1[O-])NC1CCCCC1	nt	2	-3	nt	4	8	nt	2	nt
CCOC(=O)c1csc(NC(=O)COc2ccc(Cl)cc2Cl)n1	14	21	-7	-25	-5	3	-8	7	-7
Cn1c(NC(=O)c2ccc(Cl)cc2)c(-c2ccccn2)c(=O)c2ccccc21	2	-2	5	0	-1	12	44*	4	2
Cc1c(OCC(N)=O)ccc2c(-c3ccccc3)cc(=O)oc12	3	-2	-3	1	10	3	-3	4	1
O=C(CCS(=O)(=O)c1ccc(Br)cc1)Nc1ccccc1Cl	-3	4	-3	-2	7	1	5	13	-4
O=C(Cn1ccn(-c2ccc(F)c(Cl)c2)c(=O)c1=O)NCCc1ccccc1	6	0	-4	2	0	4	-4	7	-1
COCCNC(=O)c1ccc2c(=O)n(CCCN3CCCC3=O)c(=S)[nH]c2c1	-3	2	4	1	1	2	6	-1	-1
CCc1cc(C(=O)NC2CCCN(Cc3ccccc3F)C2)n(C)n1 (stereo not given)	-2	-3	-4	1	0	3	5	1	0
Cc1ccc(-c2cc(C(=O)NN3CCOCC3)c3cc(Br)ccc3n2)o1	4	5	-3	-2	1	9	-8	3	-1
Cc1ccc(CNC(=O)CCCOc2cc(=O)n(C)c3ccccc23)o1	1	10	4	-2	4	4	-9	1	-1
CC(C)[C@@H](NC(=O)C1CCN(C(=O)[C@@H]2CCCN2C(=O)OC(C)(C)C)CC1)C(=O)NCc1ccc(F)cc1	1	-7	2	4	5	6	-17	-2	2
CC(C)CCN1CC(C(=O)NC(C)C)CC1=O (stereo not given)	3	-8	-2	5	1	18	-1	5	-1
O=C(CSc1nnc(-c2ccncc2)n1Cc1ccco1)Nc1nccs1	-1	15	7	4	-4	5	5	3	-5
O=[N+]([O-])c1cccc(S(=O)(=O)c2ccc(NCCO)c([N+](=O)[O-])c2)c1	10	1	-1	4	0	-1	8	-3	2
COCCN1CN=C(NS(=O)(=O)c2ccc(C)cc2)NC1	6	-6	0	5	4	11	5	-1	0
Cc1ccc(-n2nc(C)c3c(C)c(CCC(=O)NCC4CCCO4)c(=O)n(C)c32)cc1 (stereo not given)	-3	9	-3	7	4	5	1	-2	2
C[C@@H]1CN([C@H](C)CO)C(=O)c2cccc(NS(=O)(=O)c3cccs3)c2O[C@H]1CN(C)Cc1ccccc1	nt	18	1	nt	3	4	nt	8	nt
CCOC(=O)Cn1c(=O)c2c(nc(Br)n2Cc2ccc(Cl)cc2)n(C)c1=O	0	nt	-5	-1	6	nt	0	nt	1
Cc1ccc(-c2ccc(CCC(=O)O)n2NC(=O)c2ccco2)cc1	6	0	-7	-2	-1	6	-1	6	3
Cc1ccc(S(=O)(=O)c2nc(S(=O)(=O)c3ccccc3)sc2N2CCN(C)CC2)cc1	-6	0	-1	0	31*	5	-2	0	4
CCc1c(C)nc2ncnn2c1NCc1cccs1	0	4	-6	-3	2	18	-2	-1	-1
O=C(CN1CCN(c2ccccc2O)CC1)Nc1cc([N+](=O)[O-])ccc1Cl	3	-4	-2	1	9	0	20	0	0
CN(C1CCCCC1)S(=O)(=O)c1cn(C)c(=O)n(C)c1=O	0	-7	1	3	-1	-4	nt	1	0
COc1ccc(C(C[N+](=O)[O-])c2c(-c3ccccc3)cc3ccccn23)cc1OC (stereo not given)	8	-3	-3	5	7	-3	4	-3	-2
CCC(C)c1ccccc1N1CC(C(=O)NCCc2ccc(OC)c(OC)c2)CC1=O (stereo not given)	3	1	0	5	10	1	3	7	0
Clc1ccc(CCNc2nc3ccccc3s2)cc1	-1	10	2	21	2	1	3	27*	-5
CCOc1ccccc1OCCOCCOc1ccccc1[N+](=O)[O-]	3	-5	-1	9	-1	6	2	2	1
O=C(C(=O)N1CCN(c2cccc(Cl)c2)CC1)c1c[nH]c2ccccc12	3	3	0	8	4	-2	-1	-1	-1
Cc1ccc(C(=O)Cn2c(NCCO)nc3ccccc32)cc1	0	-2	0	-7	4	5	0	-3	1
CN1C(C(=O)Nc2ccc(F)cc2F)=CC(c2ccco2)=NS1(=O)=O	-2	-3	-2	1	2	4	-2	4	-1
Nc1c(N(CCO)C(=O)COc2ccc(Cl)cc2)c(=O)[nH]c(=O)n1Cc1ccccc1	1	1	-2	-4	2	16	0	2	-1

Following part.
SMILES	LYPLA2 counter	PAFAH2 FP inh	PAD4 inh	PME-1 inh	pPAFAH inh	PAFAH1B3 inh	GSTO1 counter	PAFAH1B2 inh	LYPLA1 counter
COc1cc(NC(=O)COC(=O)/C=C/c2ccccc2Cl)cc(OC)c1	-42	1	1	-6	2	1	0	1	-31
Cc1ccc(S(=O)(=O)NCc2ccc3[nH]c(C)cc3c2)cc1	3	7	-1	3	10	-1	10	11	-2
CCOc1ccc(N(CC)C(=O)COc2cc(=O)n(C)c3ccccc23)cc1	-1	1	-1	3	28*	2	10	8	2
CC(=O)N1N=C(c2ccc(C)cc2)OC1c1ccc(C(C)C)cc1 (stereo not given)	-3	-1	2	-2	0	5	4	5	-5
CCOC(=O)c1cnc(-n2nc(C)cc2C)nc1NCc1ccc2c(c1)OCO2	4	-9	-1	-1	2	4	6	-1	4
COc1ccc(-c2nc3ncnn3cc2C)cc1F	-1	-1	-5	3	8	6	10	2	-2
CC1CCN(S(=O)(=O)c2cccc(-c3nnc(-c4cccnc4)o3)c2)CC1	-2	11	3	2	-2	8	5	16	-6
Nc1ncnc(Nc2ccc(F)cc2)n1	6	-8	-3	-2	2	3	4	3	0
CSc1ccccc1NC(=O)CN(c1ccccc1)S(=O)(=O)N(C)C	7	1	-4	-2	4	3	3	-1	-2
Cc1cc(C(=O)COC(=O)c2ccc[nH]c2=O)c(C)n1C1CC1	-13	-8	-5	-5	1	4	-6	-2	0

Sorted by count of non-hydrogen atoms (ascending): some entries from above.
SMILES	LYPLA2 counter	PAFAH2 FP inh	PAD4 inh	PME-1 inh	pPAFAH inh	PAFAH1B3 inh	GSTO1 counter	PAFAH1B2 inh	LYPLA1 counter
Cc1ccc(S(=O)(=O)NCc2ccc3[nH]c(C)cc3c2)cc1	3	7	-1	3	10	-1	10	11	-2
COc1cc(NC(=O)COC(=O)/C=C/c2ccccc2Cl)cc(OC)c1	-42	1	1	-6	2	1	0	1	-31
CC1CCN(S(=O)(=O)c2cccc(-c3nnc(-c4cccnc4)o3)c2)CC1	-2	11	3	2	-2	8	5	16	-6

Carrying on.
SMILES	LYPLA2 counter	PAFAH2 FP inh	PAD4 inh	PME-1 inh	pPAFAH inh	PAFAH1B3 inh	GSTO1 counter	PAFAH1B2 inh	LYPLA1 counter
CCOc1ccc(CCNC(=O)CSc2nc3ncc(Cl)cc3[nH]2)cc1OCC	-3	6	-1	-9	-9	8	-4	8	5
O=C(Cn1ncc2c3ccccc3n(Cc3ccccc3)c2c1=O)N1CCN(c2ncccn2)CC1	1	0	2	-1	11	-3	-4	1	0
COc1ccc(CNC(=O)C(=O)NCC2OCCN2S(=O)(=O)c2cccs2)cc1 (stereo not given)	1	-4	4	-6	7	-6	-2	10	1
Cc1cccc(C)c1OCc1nnc(SCC(=O)Nc2ccccc2F)o1	-4	-1	-2	1	0	10	-1	7	3
CCC(C(=O)Nc1cccc(OC)c1)n1nc(C)c2c(C)n(-c3ccccc3)nc2c1=O (stereo not given)	-6	4	2	7	2	5	-2	5	-3
O=C(NCc1ccc(F)cc1)C1CCCN1S(=O)(=O)c1ccccc1C(F)(F)F (stereo not given)	-7	-5	-1	2	4	3	nt	5	-5
CC(C)CC(=O)Nc1ccc(C(=O)COC(=O)C2CCC2)cc1	19	-4	-1	-6	-5	-12	11	6	-3
CCOC(=O)C1=C(C)NC2=C(C(=O)CCC2)C1c1cccs1 (stereo not given)	6	3	3	6	4	1	-1	-1	0
COc1ccc(N2C(=O)CC(N3CCN(c4ccc(S(=O)(=O)N5CCCC5)cc4)CC3)C2=O)cc1 (stereo not given)	9	7	-7	4	0	9	-2	2	-1
O=C(NCc1ccc(Cl)cc1)c1cc(=O)[nH]c2ccccc12	0	-4	1	-2	2	-2	5	3	-2
N/C(=N\OC(=O)c1cccc(Br)c1)c1ccccc1	3	1	2	-2	8	5	2	3	0
CC1CCc2sc(C(=O)N=Nc3c(O)[nH]c4ccccc34)cc2C1 (stereo not given)	3	nt	1	7	-1	nt	7	nt	0
CC(OC(=O)C1CC1)C(=O)Nc1ccc([N+](=O)[O-])cc1Cl (stereo not given)	6	0	-4	1	8	4	1	2	-1
Cc1cc(C(=O)N2CCC(C)CC2)on1	3	0	-1	-6	1	2	-2	1	-2
CC1CN(CCOc2ccc(Cl)cc2Cl)CC(C)O1 (stereo not given)	2	-6	0	0	4	6	-3	6	5
CCOC(=O)c1cc(CC)sc1NC(=O)CCC(=O)O	0	-1	3	3	2	6	1	0	-3
